# M18AAP inhibitor – PfM18AAP enzyme inhibition; recombinant PfM18AAP, H-Glu-NHMec fluorogenic cleavage; inhibition, % at 7.35 µM; 290,000 tested, 1.2% active;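 active = inhibition above the campaign mean inhibition over all tested compounds plus 3 SD, cut at about 28% in these data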;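 also: 0% = plate median of test compound wells and 100% = 2 mM ZnCl2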
# NALP1 yeast inh – NALP1 inhibition | S. cerevisiae NALP1/ASC/caspase-1 growth, X-gal OD620, 72 h | inhibition, % at 10 µM | 280,000 tested, 0.61% active | AID 2071; in the data active = inhibition mostly above about 24%, no sharp cut-off; inactive = mostly below about 32%; also: some compounds called inactive have numbers as strong as hits
# FID counter – fluorescent intercalator displacement, NS3 helicase counter-screen; inhibition, % at 7.9 µM; DNA fluorescent intercalator displacement, fluorescence; 290,000 tested, 0.17% active; in the data active = inhibition above about 37%;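 also: 0% = vehicle and 100% = reference compound; higher means more ethidium bromide displaced from hairpin DNA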
# MEKK2 WT-MEK5 – raises or lowers MEK5 binding to wildtype human MEKK2 PB1 domain; binding response (% of control), % at 10 µM; bead flow cytometry, Alexa488-MEK5 binding to MEKK2 WT; actives lie on both sides; 290,000 tested, 1.1% active; Q9Y2U5; in the data active = binding response below about 67% or above about 130%
# OXTR agonist – activates the human oxytocin receptor | P30559 | AID 2435 | 320,000 tested, 0.32% active | activation, % at 3 µM | CHO-OTR cells, Fluo-8 calcium fluorescence; normalized: DMSO 0%, oxytocin 100%;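 active = activation above the mean of all tested compounds plus 3 SD, cutoff set per screening run, cut at about 20% in these data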;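 also: peak over basal fluorescence ratio from a 100 s FLIPR kinetic read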
# Target sequence (P30559 whole entry, looked up): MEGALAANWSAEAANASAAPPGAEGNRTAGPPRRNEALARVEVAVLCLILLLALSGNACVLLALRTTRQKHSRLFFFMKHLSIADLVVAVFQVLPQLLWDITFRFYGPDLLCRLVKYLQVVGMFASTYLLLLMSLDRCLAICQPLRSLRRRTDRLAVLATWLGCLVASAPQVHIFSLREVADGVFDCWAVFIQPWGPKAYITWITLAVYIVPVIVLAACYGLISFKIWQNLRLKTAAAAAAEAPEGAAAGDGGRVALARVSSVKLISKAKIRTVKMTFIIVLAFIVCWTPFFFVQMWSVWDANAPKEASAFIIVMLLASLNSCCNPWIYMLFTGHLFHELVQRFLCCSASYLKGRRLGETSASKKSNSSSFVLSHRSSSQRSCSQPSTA
# MEKK2mut PB1 HTS – signal of MEK5 binding to mutant human MEKK2 PB1 domain. bead flow cytometry, Alexa488-MEK5 binding to MEKK2 mutant. AID 1530. 290,000 tested, 0.35% active. percent response, % at 10 µM; in the data active = percent response above about 24%, passing the limit was not always enough; also: inactives centre near 1; some results filed as inactive read as strong as hits; reference of the scale not given here
# MEKK3 PB1 HTS – modulators (inhibitors or enhancers) of MEK5 binding to human MEKK3 PB1 domain. Q99759. bead-based flow cytometry, Alexa488-MEK5 binding to MEKK3; actives lie on both sides; 0 = blocked by unlabeled MEK5, 100 = vehicle. binding response (% of control), % at 10 µM. 290,000 tested, 1.4% active. AID 1529;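 active = binding response more than 3 SD above or below the average of its plate-row segment, actives on both sides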;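 also: Alexa488 bead fluorescence after subtracting the streptavidin-only scavenger bead signal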
# Target sequence (Q99759 whole entry, looked up, the tested form may be a part): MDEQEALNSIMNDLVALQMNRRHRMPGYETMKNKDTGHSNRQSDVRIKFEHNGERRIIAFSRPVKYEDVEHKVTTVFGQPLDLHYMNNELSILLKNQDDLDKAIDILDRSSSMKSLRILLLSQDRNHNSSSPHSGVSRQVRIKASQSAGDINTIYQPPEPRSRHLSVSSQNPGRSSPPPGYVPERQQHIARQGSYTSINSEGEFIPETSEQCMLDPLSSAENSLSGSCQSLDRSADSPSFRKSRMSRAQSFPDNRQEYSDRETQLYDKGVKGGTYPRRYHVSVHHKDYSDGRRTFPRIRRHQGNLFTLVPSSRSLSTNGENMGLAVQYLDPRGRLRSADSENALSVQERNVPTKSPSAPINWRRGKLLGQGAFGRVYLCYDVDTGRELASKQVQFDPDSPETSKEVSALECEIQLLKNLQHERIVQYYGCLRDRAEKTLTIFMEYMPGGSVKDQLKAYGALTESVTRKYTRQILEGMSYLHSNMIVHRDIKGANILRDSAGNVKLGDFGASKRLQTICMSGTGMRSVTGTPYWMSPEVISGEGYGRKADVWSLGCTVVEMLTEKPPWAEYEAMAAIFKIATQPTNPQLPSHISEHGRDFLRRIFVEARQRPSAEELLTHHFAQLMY
# GPR7 antag – antagonists of human GPR7 (neuropeptides B/W receptor 1) | P48145 | GPR7-expressing cells, fluorescence antagonist assay | inhibition, % at 4.4 µM | 290,000 tested, 1.1% active; in the data active = inhibition above about 16%, passing the limit was not always enough;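 also: cells stimulated with the agonist NPW; 0% = agonist with vehicle and 100% = vehicle without agonist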
# PHOSPHO1 block – inhibitors of human PHOSPHO1 phosphatase; recombinant PHOSPHO1, absorbance phosphatase assay; inhibition, % at 13.3 µM; 290,000 tested, 1.1% active; in the data active = inhibition above about 60%
# An asterisk follows results filed as active; / = no result given. Outcome played no part in choosing rows; overall some 6.2% were active at least once.
SMILES,M18AAP inhibitor,NALP1 yeast inh,FID counter,MEKK2 WT-MEK5,OXTR agonist,MEKK2mut PB1 HTS,MEKK3 PB1 HTS,GPR7 antag,PHOSPHO1 block
O=C(C1CCCO1)N(c1cccc(Cl)c1)C1C=CS(=O)(=O)C1 (stereo unspecified),1,-6,-7,100,1.0,1,106,7,9
O=C(Nc1ccc2c(c1)OCO2)c1ccc(Cl)cc1Cl,4,7,-5,101,-0.8,4,98,-12,20
NC(=O)c1c(NC(=O)c2cccnc2)sc2c1CCCCC2,33*,26,-9,111,0.0,3,106,-16,14
COc1ccc(-n2c(Cc3cccn3C)nnc2SCC(=O)N2CCCC2)cc1,-5,4,-38,101,0.3,1,100,-9,-3
Cc1cc(C)nc(NC(=O)c2ccc(OC(C)C)cc2)n1,-2,9,2,99,-0.9,0,93,4,0
CCn1ncc(Br)c1C(=O)NC1CCCCCCC1,0,4,-26,102,/,-1,101,-5,41
CC(Sc1nc2c(c(=O)[nH]1)CCCC2)C(=O)Nc1ccc(Br)cn1 (stereo unspecified),-4,29,-11,93,0.4,-10,97,0,20
COC(=O)N1C(=O)[C@@](c2ccc(OC)cc2)(C(C)C)N1C(=O)OC,-2,7,-27,85,-0.5,-8,100,0,-37
Oc1ccc(Br)cc1/C=N/Nc1nc(N2CCCCC2)nc(N2CCOCC2)n1,-10,-4,-5,105,-2.1,-6,106,-3,20
Cc1ccc(NC(=S)Nc2ccc3[nH]c(=O)[nH]c3c2)cc1C,4,3,-1,102,0.9,0,101,-12,-13
CCN(CC)Cc1cc(C(C)=O)ccc1O,7,1,0,106,0.6,3,103,11,2
Cc1ccc(-c2c3c(=O)n(C)c(=O)n(C)c3cn2-n2cnnc2)cc1,-4,-5,-5,93,-1.1,-5,94,8,11
C/C(Cl)=C/Cn1c(SCc2ccc(Cl)cc2)nc2c1c(=O)[nH]c(=O)n2C,0,-3,0,93,/,-4,96,-10,-7
Cc1cccc(-n2c(=O)c3c(C)c(C)sc3n(CC(N)=O)c2=O)c1,-12,2,-3,96,0.1,-4,98,-3,12
Cc1cccc(N2C(=O)C(Oc3ccc(Cl)cc3Cl)C2C(=O)O)c1C (stereo unspecified),-9,26,-8,108,-1.0,1,139*,-6,-4
CC(C)C(OC(=O)c1cccs1)C(=O)NCc1ccccc1 (stereo unspecified),-16,-5,-6,85,-0.1,-13,84,3,32
COc1cccc(C(CNC(=O)C(c2ccccc2)c2ccccc2)N(C)C)c1 (stereo unspecified),-7,2,7,100,2.8,-2,101,4,13
Cc1cccnc1NC(=O)Cn1nc([N+](=O)[O-])cc1C,-5,14,6,100,0.8,0,100,-14,37
O=C(NN1C(=O)c2ccccc2C1=O)c1ccc2c(c1)C(=O)N(CC1CCCO1)C2=O (stereo unspecified),1,/,-12,97,-0.8,-15,93,-15,18
CCOc1cccc(-c2cc(-c3n[nH]c(=S)n3CC)c3ccccc3n2)c1,11,12,-29,88,-1.6,-1,94,-11,-35
O=C(NCc1cccc(C(F)(F)F)c1)C1CCN(c2ncccn2)CC1,5,-1,-11,95,-0.7,-1,99,-8,-17
O=C(N1CCOCC1)N(Cc1cccs1)C1CCCC1,3,-2,-5,101,-0.3,9,105,-11,12
O=C(N/C(=C\c1ccc([N+](=O)[O-])cc1)C(=O)N1CCOCC1)c1cccc(Br)c1,0,17,-28,100,-0.1,-2,99,-16,-20
O=C(CN1C(=O)/C(=C/c2cccc(Br)c2)SC1=S)NC1=NCCS1,10,0,-4,100,0.4,2,101,-3,32
CCNC(=O)Nc1ccc(-n2nc(C)c(C(=O)OCC)c2C)nc1,1,8,-14,101,-0.8,-1,108,-6,36
O=C1CSC(c2ccccc2)N1Cc1ccccc1 (stereo unspecified),2,5,-14,106,-2.3,3,100,-5,30
CC(C)(C)NC(=O)CN(C(=O)CCC(=O)Nc1nccs1)c1ccc2c(c1)OCCO2,-3,9,-26,98,-0.6,2,103,-7,11
COc1ccc(-n2c(=S)[nH]c3ncccc3c2=O)cc1,3,-2,1,102,1.3,-1,103,-4,6
CC(CN1CCCCC1)OC(=O)c1ccc(Cl)cc1Cl (stereo unspecified),1,-4,7,101,0.9,5,100,-14,-24
CC(Oc1ccccc1)C(=O)N1CCN=C1SCc1cccc(F)c1 (stereo unspecified),-1,/,-18,90,1.9,-18,92,11,32
CCOC(=O)C1CCN(C(=O)c2c(-c3ccccc3)noc2C)CC1,-1,7,-10,91,0.7,-9,103,-1,41
CCOC(=O)c1c(C)[nH]c(C)c1S(=O)(=O)N(C)CC(=O)N1CCN(c2ccc(OC)cc2)CC1,5,8,-34,103,-1.7,0,103,-8,38
COc1ccc(S(=O)(=O)NCCCN2CCOCC2)c2ccccc12,-12,30,9,105,0.4,5,107,10,-4
Cc1cc2cc(CNC(=O)c3ccc(S(=O)(=O)N4CCCCC4)cc3)ccc2[nH]1,6,20,-11,99,3.2,0,99,-19,10
CN(Cc1ccccc1)C(=O)c1cccc(C(=O)N(C)Cc2ccccc2)c1,0,6,-33,115,-0.1,7,107,3,33
Cc1cc(C)n(CC(=O)NCc2ccccc2)c(=O)c1C#N,-15,-7,-2,103,-0.5,12,102,-13,/
Cc1cc2cc(CCNC(=O)c3c(-c4ccccc4Cl)noc3C)c(=O)[nH]c2cc1C,-5,/,-18,109,/,12,112,-5,-18
Cc1nc2ccc(CCO)cc2s1,-8,-13,-3,110,3.6,4,111,-14,-3
O=C(NCCC1CCCC1)C1CCC(=O)N(CCCN2CCCC2=O)C1 (stereo unspecified),-1,7,-12,105,1.2,4,107,-13,19
O=[N+]([O-])c1ccc2c(c1)/C(=N\O)c1ccccc1-2,0,/,11,94,-1.3,-24,87,-5,8
CCCc1[nH]n(-c2nc3ccccc3s2)c(=O)c1C=NCC1CCCO1 (stereo unspecified),-4,5,-29,101,-0.7,4,98,-13,24
COC(=O)N/N=C/c1ccc(OS(=O)(=O)c2ccc(C)cc2)c(OC)c1,-6,-18,-17,99,1.0,-6,104,12,19
CCCOc1ccc(/C(O)=C2/C(=O)C(=O)N(CCN(C)C)C2c2ccco2)cc1 (stereo unspecified),2,18,-7,97,0.4,0,99,8,7
COc1ccc2c(C)nc(N/C(N)=N/S(=O)(=O)c3ccc(C)cc3)nc2c1,-3,-1,-23,101,-2.8,-1,108,-4,53
Cn1c(Nn2cnnc2)nc2ccccc21,16,18,-1,99,0.9,1,102,-6,2
Cc1cc(C)cc(C(=O)O/N=C(\N)c2ccc(Br)cc2)c1,-9,15,1,98,-1.6,2,100,-7,16
Cc1cc2cc(C)c(NCCNC(=O)c3ccccc3Cl)nc2cc1C,-1,18,27,105,-0.6,0,100,-5,22
CC1(C)COC(c2cccn2Cc2ccccc2Cl)=N1,-1,5,-5,112,-2.9,2,113,-13,-2
Oc1ccc(Br)cc1/C=N/n1c(C2CCCCC2)n[nH]c1=S,4,-5,-20,97,1.1,4,100,-5,-42
Cc1ccc2cc(C#N)c(NCc3ccccc3)nc2c1,8,-14,-12,88,-1.1,-10,100,-9,32

# Rewritten with each value named: part of the list above.
Cc1cc(C)cc(C(=O)O/N=C(\N)c2ccc(Br)cc2)c1
  M18AAP inhibitor: -9
  NALP1 yeast inh: 15
  FID counter: 1
  MEKK2 WT-MEK5: 98
  OXTR agonist: -1.6
  MEKK2mut PB1 HTS: 2
  MEKK3 PB1 HTS: 100
  GPR7 antag: -7
  PHOSPHO1 block: 16

Cc1cc2cc(C)c(NCCNC(=O)c3ccccc3Cl)nc2cc1C
  M18AAP inhibitor: -1
  NALP1 yeast inh: 18
  FID counter: 27
  MEKK2 WT-MEK5: 105
  OXTR agonist: -0.6
  MEKK2mut PB1 HTS: 0
  MEKK3 PB1 HTS: 100
  GPR7 antag: -5
  PHOSPHO1 block: 22

# Later entries
SMILES,M18AAP inhibitor,NALP1 yeast inh,FID counter,MEKK2 WT-MEK5,OXTR agonist,MEKK2mut PB1 HTS,MEKK3 PB1 HTS,GPR7 antag,PHOSPHO1 block
O=C(Nc1cccc(NC(=O)c2cccs2)c1)c1ccc(Br)cc1,3,11,-8,111,-1.4,10,109,-26,29
O=C(O)C1CCCCC1C(=O)Nc1ccc(F)cc1F (stereo unspecified),4,-14,-3,107,0.4,4,103,-14,15
O=C(CS(=O)CC(=O)Nc1cnc2ccccc2c1)Nc1ccc(Cl)cc1 (stereo unspecified),-5,18,-10,97,1.4,1,98,-6,32
O=C(O)C1CCCN1S(=O)(=O)c1cc(Cl)ccc1Cl (stereo unspecified),-5,4,8,101,0.1,3,105,-2,8
COc1ccccc1-c1ccc(/C=C2\C=CC(=O)O2)o1,1,-2,-15,104,50*,11,107,-5,16
CCOC(=O)C(=CNc1cc(C)nn1-c1ccc(C)cc1)C(=O)OCC,-10,14,-32,103,-2.8,1,100,0,3
O=C(Cc1csc(Nc2nc(=S)[nH]c3ccccc23)n1)NCc1ccc(Cl)cc1,1,19,-3,99,-0.1,3,95,-3,-1
Fc1cccc(NC(=S)NNc2ccccc2)c1,38*,5,1,102,-1.1,4,103,-3,14
CC(C)Oc1ccc(S(=O)(=O)N2CCCCC2)cc1NC(=O)CN1C(=O)NC(C)(c2ccccc2)C1=O (stereo unspecified),4,4,-43,108,-0.1,7,103,-4,34
Cc1ccc(CNCC(O)(c2ccccc2)c2ccc(F)cc2)cc1 (stereo unspecified),-2,0,8,/,3.6,/,/,22,28
CC(C)S(=O)(=O)c1csc(C(=O)NN)c1-n1cccc1,-1,2,-18,100,-1.7,0,101,-5,32
Cc1ccc(NC(=O)C2CCN(S(=O)(=O)c3c(C)n[nH]c3C)CC2)c(C)c1,-6,11,-6,102,0.1,1,100,-10,30
CNC(=O)c1nnn(Cc2ccccc2)c1NC(C)=O,-9,/,-1,94,0.4,-4,86,-13,-14

# Whole records, quoted from the list. Screens in order: M18AAP inhibitor	NALP1 yeast inh	FID counter	MEKK2 WT-MEK5	OXTR agonist	MEKK2mut PB1 HTS	MEKK3 PB1 HTS	GPR7 antag	PHOSPHO1 block
# `O=C(Nc1cccc(NC(=O)c2cccs2)c1)c1ccc(Br)cc1` is entered as 3	11	-8	111	-1.4	10	109	-26	29
# `COc1ccccc1-c1ccc(/C=C2\C=CC(=O)O2)o1` is entered as 1	-2	-15	104	50*	11	107	-5	16
# `CC(C)Oc1ccc(S(=O)(=O)N2CCCCC2)cc1NC(=O)CN1C(=O)NC(C)(c2ccccc2)C1=O` (stereo unspecified) is entered as 4	4	-43	108	-0.1	7	103	-4	34
# `Fc1cccc(NC(=S)NNc2ccccc2)c1` is entered as 38*	5	1	102	-1.1	4	103	-3	14
# `O=C(CS(=O)CC(=O)Nc1cnc2ccccc2c1)Nc1ccc(Cl)cc1` (stereo unspecified) is entered as -5	18	-10	97	1.4	1	98	-6	32

# Compound activity from PubChem.
